# Imprint erasure: genomic imprint erasure induction | mouse ES Peg3-LacZ reporter, beta-gal luminescence, 40 h | Potency, µM (series often up to 60.7 µM), without a hit: at the highest dose activity change, positive = activation, hits mostly activators | 110,000 tested, 0.02% active | AID 1948;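 note: 0% = negative control wells on the plate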
#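 Imprint erasure is scored as LacZ activity from the silenced maternal Peg3 allele in feeder-free female ES cells cultured 40 h with LIF. Luminescence is normalized to in-plate negative controls and fitted to the Hill equation.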
# IkB sig inh: inhibitors of IkB signaling in ABC-DLBCL cells; AID 445; ABC-DLBCL IkBa-CBG/CBR dual luciferase ratio, 4 h; response scale: scaled: untreated 0%, proteasome inhibitor 100%; Potency, µM (highest dose often 57.1 µM), without a hit: top-dose IkBa stabilization activation; 110,000 tested, 0.04% active; active = well fitted curve in the direction sought with a large enough effect in the signal ratio, not every such curve was filed as active; inconclusive = small, poorly fitted or top-dose-only effect, or a change in a side signal; the % refers to the signal ratio;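 note: the direction sought is a rising ratio; 0% = basal untreated cells and 100% = reference inhibitor full response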
#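 Curves were fitted separately to fusion (green), unfused (red) and ratio luminescence, then classed by r2, magnitude and activity. Cells: OCI-Ly3, 4 h compound plus doxycycline at 37C; 10 uM MG-132 defined full response.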
# p53ts 39C tox: kills p53ts cells at the nonpermissive temperature; H1299-p53A138V viability at 39C, ATP luminescence, 24 h; Potency, µM (top dose mostly 46.1 µM), without a hit: top-dose activity change, negative = cell killing, usual class: cytotoxic; 130,000 tested, 1.5% active; AID 902; note: nearly all actives have a fitted effect of over 55% in size
# p53ts 32C tox: p53ts cell cytotoxicity, permissive temperature; Potency, µM (top dose mostly 46.1 µM), inactives show at the top dose activity change, negative = cytotoxicity, actives largely listed as cytotoxic; 130,000 tested, 0.93% active; H1299-p53A138V at 32C, ATP luminescence viability, 24 h; AID 924;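 note: 0% = DMSO and -100% = full killing by reference compound; nearly all actives have a fitted effect of over 55% in size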
#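 ATP-content luminescence (ATPlite) read-out after 24 h compound exposure at 32C in H1299-p53A138V cells (600/well). Tested up to 46 uM. Normalized to DMSO (0%) and 100 uM tamoxifen (100% killing); Hill-fit AC50.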
# Numbers without * were called inactive; u = inconclusive; x = not tested or not shown; & = joins results of further samples; [ ] = dose if it differs, or a comment. Unless noted, calls come from the whole dose curve; as a rule, active = well fitted curve in the direction sought with a large enough effect; inconclusive = small, poorly fitted or top-dose-only effect, or another doubt; inactive = no such curve, though single readings can be large; an effect the other way counts as inactive or inconclusive. Unless noted, % is set by controls: 0 for no effect and ±100 for the full control effect; potency is the fitted concentration of half-maximal effect.
Structure	Imprint erasure	IkB sig inh	p53ts 39C tox	p53ts 32C tox
Cc1cccc(N2CCN(C(=O)C3CCCN(S(=O)(=O)c4cnc[nH]4)C3)CC2C)c1 (stereo unspecified)	-7%	1.8%	-8%	-6%
COc1ccc2[nH]c(=O)c(CN(Cc3ccco3)Cc3nnnn3Cc3ccccc3)cc2c1	5%	4.1%	-2%	-7%
Brc1ccc(-c2nc3ccccc3s2)s1	-74%[inhibitor]	0.6%	-30%	u
CN(C)S(=O)(=O)c1ccc2c(c1)nc(CCC(=O)NCC1CCCCC1)n2C	-4%	-0.1%	4%	-2%
COC(=O)c1ccc(CSc2ncnc3sc(C)c(C)c23)o1	-5%	0.5%	-10%	0%
COc1cccc(CNC(=O)c2cc(=O)[nH]c3ccc(S(=O)(=O)N4CCCC4)cc23)c1	-3%[10.9 µM]	1.0%	-3%	4%
Cc1ccc(S(=O)(=O)NCCc2csc3nc(-c4ccccc4C)nn23)cc1	-16%[10.9 µM]	u	11%	20%
COC(=O)[C@@]1(Cc2ccc(OC)cc2)[C@H]2c3cc(C(=O)N4CCCC4)n(Cc4cc(F)cc5c4OCOC5)c3C[C@H]2CN1C(=O)c1ccccc1	-11%	x	2%	9%
CC1CCC(NC(=O)Cn2ncc3c4ccccc4n(Cc4ccc(Cl)cc4)c3c2=O)CC1 (stereo unspecified)	4%[10.9 µM]	-0.3%	-13%	-5%
O=S1(=O)c2cccc3cccc(c23)N1Cc1ccc(-c2nnco2)cc1	-13%	u	-3%	1%
Cc1ccc(-n2ncc3c(NCCCN4CCOCC4)ncnc32)cc1Cl	-13%[10.9 µM]	0.7%	u	-10%
Cc1ccc(CNc2nc3ccccc3c3nc(-c4cccc(C)c4)nn23)cc1	-1%[10.9 µM]	-1.9%	-5%	0%
COc1ccc(-c2[nH]c(-c3cccc(OC)c3)nc2SCC(=O)NC2CCCC2)cc1	12%[10.9 µM]	5.3%	-1%	18%
COC(=O)c1cc(NC(=O)C2COc3ccccc3O2)cc(C(=O)OC)c1 (stereo unspecified)	1%	-0.8%	10%	10%
CC(=O)Nc1ccc(N(C(=O)Cn2nnc3ccccc32)C(C(=O)NCc2ccccc2)c2ccc(C)cc2)cc1 (stereo unspecified)	-8%[10.9 µM]	u	-8%	6%
O=S1(=O)CC(NCc2ccccc2)C(Nc2ccccc2)C1 (stereo unspecified)	-6%	1.7%	7%	1%
CCN1C(=O)CSC1=NC1C2CC3CC(C2)CC1C3 (stereo unspecified)	-11%	6.1%	-9%	-4%
CC1CCc2c(sc3ncnc(SCC(=O)c4ccccc4)c23)C1 (stereo unspecified)	x	x	17%	5%
COCCNC(=O)Cn1c(=O)n(-c2ccc(C)c(C)c2)c(=O)c2c3c(sc21)CCCCC3	-7%[10.9 µM]	-0.4%	-13%	12%
CCOC(=O)c1ccc(NC(=O)Nc2ccc3snnc3c2)cc1	20%[10.9 µM]	-2.0%	-22%	6%
Cc1ccc(NC(=O)Cn2nc(C)n3cccc3c2=O)c(C)c1	-7%[10.9 µM]	-86%	3%	-2%
Cc1ccc2sc(N(Cc3cccnc3)C(=O)Cc3ccccc3)nc2c1C	-8%[10.9 µM]	u	6%	-7%
CN(C(=O)c1ccc2c(Cl)c3c(nc2c1)CCC3)c1ccccc1F	-14%[10.9 µM]	u	u	-14%
COc1cccc(N2CCN(c3ncnc4onc(-c5ccc(F)cc5)c34)CC2)c1	1%[10.9 µM]	-1.4%	-15%	8%
C[C@@H](CCc1ccccc1)NC[C@H](O)c1ccc(O)c(C(N)=O)c1	-16%[16.8 µM]	2.0%[25.6 µM]	6%[20.6 µM]	4%[20.6 µM]
COC(=O)CCN(C(C)=O)c1ccc(N)cc1	1%	2.0%	0%	-7%
Cc1cccc(NC(=O)CSc2nnc(-c3ccccc3)n2N)c1	-7%	-0.1%	8%	-4%
COc1ccccc1NC(=O)C1=C(C)Nc2nc(SCc3ccccc3)nn2C1c1cccnc1 (stereo unspecified)	-6%[10.9 µM]	u	13%	-2%
COc1ccc(-c2nc(SCC(=O)NC3CCCC3)c(-c3ccc(OC)cc3)[nH]2)cc1	-3%[10.9 µM]	u	10%	10%
CCOC(=O)N1CCc2c(sc3c2c(=O)n(Cc2ccccc2)c(=O)n3Cc2c(F)cccc2Cl)C1	-17%[10.9 µM]	0.4%	4%	15%
CCN1CCN(C(=O)CN(Cc2ccccc2)S(C)(=O)=O)CC1	u	1.3%	6%	-1%
CCOc1ccc(N(C(C)C(=O)NCCSc2ccc(C)cc2)S(C)(=O)=O)cc1 (stereo unspecified)	-13%[10.9 µM]	u	-19%	-5%
Oc1c(C(c2cccs2)N2CCOCC2)sc2ncnn12 (stereo unspecified)	-12%	-5.1%	4%	-5%
CCOC(=O)c1cc2c(=O)n3ccccc3nc2n(CC2CCCO2)c1=NC(=O)c1ccccc1C (stereo unspecified)	9%[10.9 µM]	0.7%	20%	7%
COc1cccc(NC(=O)CSc2nnc(-c3cccs3)n2C)c1	-11%	1.4%	11%	1%
CC(C)CCn1c(=O)c2sccc2n2c(CCCC(=O)Nc3ccc(C(C)C)cc3)nnc12	-14%[10.9 µM]	-4.1%	5%	6%
CCOc1ccc(NC(=O)Cn2cc(S(=O)(=O)NC)c(S(=O)(=O)NC)c2)cc1	17%[10.9 µM]	-0.2%	4%	-5%
CCN1CCN(Cc2c(O)ccc3c(=O)c(-c4ccc(OC)c(OC)c4)c(C(F)(F)F)oc23)CC1	-9%	1.7%	5%	7%
c1ccc2nc(C3=NCCN3)ccc2c1	u	0.3%&1.6%	0%&6%	-8%&-4%
COc1ccc(S(=O)(=O)N2CCCCC2)cc1C(=O)Nc1cccc(C(F)(F)F)c1	-8%[10.9 µM]	u	-19%	21%
COc1ccc(O[C@H]2C=C[C@@H](c3ccccc3)O[C@H]2COC(=O)CC/C(C)=N/OCC[C@@H]2C=C[C@H](OC(C)=O)[C@H](COC(C)=O)O2)cc1	x	x	3%[9.22 µM]	-2%[9.22 µM]
O=C(Cc1coc(-c2ccc(F)cc2)n1)NC1CCCCC1	x	x	9%	-5%
Cc1ccc2c(c1)C(c1ccccc1)N(C(=O)COc1ccc(Cl)cc1Cl)CC(=O)N2 (stereo unspecified)	5%[10.9 µM]	u	-11%	14%
Cc1nn2c(C)c(C(=O)NC(C)c3ccccc3)cnc2c1-c1ccc(F)cc1 (stereo unspecified)	-5%[10.9 µM]	-0.2%	-25%	0%
COC(=O)[C@@H]1C[C@H]1[C@@H](NC(=O)c1ccccc1)c1ccccc1	-7%	x	-18%	6%
CC(C)CC(=O)Nc1ccccc1N1CCOCC1	5%	1.8%	5%	2%
Cc1cc(C)c(S(=O)(=O)Nc2cc(-c3cn4ccccc4n3)ccc2C)cc1C	-14%[10.9 µM]	u	-6%	5%
O=C(O)c1cccc(NC(=O)c2cccc(S(=O)(=O)Nc3cccc(C(=O)O)c3)c2)c1	-8%[10.9 µM]	-2.1%	-3%	-8%
CCC(c1nnnn1Cc1ccc2c(c1)OCO2)N1CCN(c2ccccc2)CC1 (stereo unspecified)	-10%	u	-10%	-2%
O=C(Nc1ccc2nc(-c3ccco3)[nH]c2c1)c1ccco1	-41%[inhibitor]	2.8%	16µM*	7.9µM*
COC(=O)c1ccc(Cn2cc(Cl)cn2)cc1	-13%	-1.1%	-17%	4%
COC(=O)c1cccc(Nc2c(-c3ccc(OC)cc3)nc3nc[nH]n23)c1	-6%[10.9 µM]	u	u	2%
COc1ccc(S(=O)(=O)N2CCCN(CC(=O)Nc3ccc(OC)c(Cl)c3)CC2)cc1	-26%	3.6%	-15%	-15%
COc1ccccc1NC(=S)NNC(=S)Nc1ccc(OC(F)F)cc1	x	x	-7%	6%
O=C(CCN1CCc2ccccc2C1)Nc1ccccc1	-9%	u	3%	-1%
CC(N)C(O)c1cccc(O)c1 (stereo unspecified)	-6%	x	11%	4%

# (cont.)
Structure	Imprint erasure	IkB sig inh	p53ts 39C tox	p53ts 32C tox
CCOC(=O)c1ccc(NC(=O)CCc2ccc(C)o2)cc1	x	x	-2%	1%
CCn1c(/C=N/n2cnnc2)nc2ccccc21	-5%	-1.0%	2%	-2%
O=C(NCc1cccnc1)C(=O)NCC(c1cccnc1)N1CCN(c2ccc(F)cc2)CC1 (stereo unspecified)	-8%[10.9 µM]	u	u	37%[activator]
O=C(CSc1ncccn1)c1ccccc1Br	-17%	0.6%	2%	3%
Cc1ccc2cc(C(c3nnnn3C3CCCC3)N(Cc3cccnc3)Cc3ccco3)c(=O)[nH]c2c1 (stereo unspecified)	-17%	u	3%	5%
CCOC(=O)C1=C(C)NC(=O)CC1c1cc2c(cc1Br)OCO2 (stereo unspecified)	-9%	-0.4%	16%	5%
COc1ccc2[nH]cc(CCNC(=O)c3cnn(-c4ccccc4Cl)c3C3CCN(C(=O)OC(C)(C)C)CC3)c2c1	1%[10.9 µM]	u	9%	17%
Cn1c(SCC(=O)c2ccc(F)cc2)nc2cccnc21	20%	2.7%	-9%	2%
COc1ccc(S(=O)(=O)Cc2ccc(C(=O)NCc3cccnc3)o2)cc1	-14%	-0.4%	-4%	5%
CCN(C(=O)CCS(=O)(=O)c1cc(Br)cc2c1N(C(=O)C1CC1)CC2)c1cccc(C)c1	-12%[10.9 µM]	u	-3%	7%
O=C(c1cc2nc(-c3ccccc3)cc(C(F)(F)F)n2n1)N1CCCC1	-4%	-0.3%	-8%	-1%
COC(=O)c1cc2occc2n1Cc1nc(-c2ccccc2C)oc1C	-6%[10.9 µM]	-1.3%	u	-15%
CC(=O)N1CCC[C@@]2(CCN(C(=O)Nc3cccc(C#N)c3)C2)C1	x	0.8%[11.4 µM]	-2%	5%
O=C(O)/C(=C\c1ccccc1)c1ccccc1	-11%[10.9 µM]	-0.4%[11.4 µM]	3%[9.22 µM]	3%[9.22 µM]
CCCCC(CC)CNC(=O)CCCCCn1c(=O)[nH]c2ccsc2c1=O (stereo unspecified)	1%[10.9 µM]	u	3%	16%
Cc1ccccc1C(=O)Nc1ccc(S(=O)(=O)N2CCN(C)CC2)cc1	-9%	9.2%	-1%	11%
Nc1nc2n(n1)C(c1ccc(Cl)cc1)CC(c1ccc(F)cc1)N2 (stereo unspecified)	3%	2.2%	-18%	-2%
Cc1cc(NC(=O)CSc2nc(C(C)C)nc3c2c(=O)n(C)c(=O)n3C)no1	-26%	1.5%	-5%	7%
Oc1ccc(-c2nnc(-c3ccc(O)cc3)nn2)cc1	-34%[inhibitor]	u	u	u
COc1ccc(-n2c(=O)c3c4c(sc3n(Cc3ccccc3)c2=O)CCC4)c(OC)c1	-3%[10.9 µM]	3.1%	18%	10%
Cc1cccc(-c2nc(C)c(CCNC(=O)C(=O)Nc3c(C)cc(C)cc3C)s2)c1	-7%[10.9 µM]	2.5%	-18%	3%
CCc1ccc(NC(=O)CCCc2nnc3n(C(C)CC)c(=O)c4sccc4n23)cc1 (stereo unspecified)	-9%[10.9 µM]	u	-8%	-2%
Cc1noc2ncnc(NCc3ccccc3Cl)c12	-11%[10.9 µM]	1.5%	0%	-4%
CCc1c(C(=O)Nc2ncn(Cc3cccc(C)c3)n2)csc1C	-2%	-0.3%	18%	17%
COc1cc(C(=O)Nc2ccccc2OCc2cc(=O)n3c(C)csc3n2)cc(OC)c1OC	-10%[10.9 µM]	-0.1%	-4%	-3%

# Exported as labelled records: entries from further up.
Molecule: CCc1ccc(NC(=O)CCCc2nnc3n(C(C)CC)c(=O)c4sccc4n23)cc1 (stereo unspecified)
- Imprint erasure: -9%[10.9 µM]
- IkB sig inh: u
- p53ts 39C tox: -8%
- p53ts 32C tox: -2%
Molecule: Cc1noc2ncnc(NCc3ccccc3Cl)c12
- Imprint erasure: -11%[10.9 µM]
- IkB sig inh: 1.5%
- p53ts 39C tox: 0%
- p53ts 32C tox: -4%
Molecule: CCc1c(C(=O)Nc2ncn(Cc3cccc(C)c3)n2)csc1C
- Imprint erasure: -2%
- IkB sig inh: -0.3%
- p53ts 39C tox: 18%
- p53ts 32C tox: 17%

# Screening data: PubChem, National Center for Advancing Translational Sciences (NCATS)
